# KDM5B inhibitor – KDM5B demethylase inhibition; Potency, µM (series often up to 57.7 µM), for the others: at the highest dose activity change, negative = inhibition, actives largely listed as inhibitors; KDM5B demethylase, FDH-coupled NADH fluorescence (FDH is formaldehyde dehydrogenase); 2.6% of 220,000 active; Q9UGL1; active means well fitted inhibition curve with a large enough effect; inconclusive means small, poorly fitted or top-dose-only effect; inactive means no such curve, though single readings can be large or run the other way; further: 0% is about no effect; nearly all actives have a fitted effect of over 70% in size
# Target sequence (Q9UGL1 whole entry, looked up): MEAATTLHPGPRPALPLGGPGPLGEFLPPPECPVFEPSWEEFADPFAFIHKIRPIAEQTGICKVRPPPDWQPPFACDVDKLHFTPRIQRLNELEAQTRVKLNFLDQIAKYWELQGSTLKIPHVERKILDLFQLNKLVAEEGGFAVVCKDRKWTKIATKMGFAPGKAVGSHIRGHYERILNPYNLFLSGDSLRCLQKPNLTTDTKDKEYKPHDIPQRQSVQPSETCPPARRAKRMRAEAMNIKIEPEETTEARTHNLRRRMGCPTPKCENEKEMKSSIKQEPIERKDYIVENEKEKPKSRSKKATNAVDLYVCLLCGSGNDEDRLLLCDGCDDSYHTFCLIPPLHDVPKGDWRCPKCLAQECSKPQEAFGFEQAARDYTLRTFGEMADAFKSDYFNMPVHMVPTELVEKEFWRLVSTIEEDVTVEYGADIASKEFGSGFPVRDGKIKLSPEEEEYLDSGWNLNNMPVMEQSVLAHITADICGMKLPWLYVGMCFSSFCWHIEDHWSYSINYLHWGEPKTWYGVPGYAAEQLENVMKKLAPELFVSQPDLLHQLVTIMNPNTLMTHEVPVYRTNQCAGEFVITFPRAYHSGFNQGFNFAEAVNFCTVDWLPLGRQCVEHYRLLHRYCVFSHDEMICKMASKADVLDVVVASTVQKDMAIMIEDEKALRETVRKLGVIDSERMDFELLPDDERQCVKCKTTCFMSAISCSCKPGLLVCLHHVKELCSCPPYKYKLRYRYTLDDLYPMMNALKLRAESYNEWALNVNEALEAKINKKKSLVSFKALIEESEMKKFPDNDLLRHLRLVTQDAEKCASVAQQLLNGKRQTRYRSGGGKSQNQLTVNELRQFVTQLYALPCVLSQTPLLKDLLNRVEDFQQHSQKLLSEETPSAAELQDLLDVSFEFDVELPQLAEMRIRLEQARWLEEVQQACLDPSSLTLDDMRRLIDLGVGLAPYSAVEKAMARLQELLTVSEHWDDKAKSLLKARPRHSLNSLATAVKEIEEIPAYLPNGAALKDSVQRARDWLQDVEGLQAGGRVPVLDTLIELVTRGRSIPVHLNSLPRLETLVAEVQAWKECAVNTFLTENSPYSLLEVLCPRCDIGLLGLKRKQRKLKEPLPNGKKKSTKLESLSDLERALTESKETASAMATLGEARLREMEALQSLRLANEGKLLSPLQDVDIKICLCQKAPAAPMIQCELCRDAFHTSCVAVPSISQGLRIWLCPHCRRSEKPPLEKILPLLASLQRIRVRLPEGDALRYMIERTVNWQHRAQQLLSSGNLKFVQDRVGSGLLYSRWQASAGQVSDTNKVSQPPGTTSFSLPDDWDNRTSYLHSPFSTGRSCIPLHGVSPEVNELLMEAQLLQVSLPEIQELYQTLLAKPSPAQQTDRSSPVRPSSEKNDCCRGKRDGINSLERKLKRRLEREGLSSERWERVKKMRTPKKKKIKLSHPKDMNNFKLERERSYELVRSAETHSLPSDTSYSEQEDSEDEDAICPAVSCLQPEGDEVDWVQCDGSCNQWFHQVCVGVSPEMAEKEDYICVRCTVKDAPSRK
#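 Coupled FDH/NAD⁺ fluorescence readout. KDM5BΔAP 200 nM final; compound titration, 10 min RT preincubation; substrate mix 12.5 µM H3K4me3, 25 µM 2-OG, 50 µM Fe(II), 100 µM ascorbate, 0.25 mM NAD⁺, 0.25 U/mL FDH; ΔRFU over 30 min.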
# Numbers without * were called inactive; i = inactive; ? = inconclusive; [ ] = remark or other dose. Potency means the concentration at half of the fitted maximal effect. This is a subset; rates above refer to the full screens.
SMILES | KDM5B inhibitor
Cc1ccccc1OCC(=O)Nc1ccc2[nH]c(=O)sc2c1 | ?
CN1C(=O)[C@H]2CN(Cc3cc(F)c(F)cc3F)C[C@H]2C1=O | 11.2%
CCN(C(=O)COC(=O)CC(C)c1ccccc1)c1c(N)n(Cc2ccccc2)c(=O)[nH]c1=O (stereo not given) | 0.6%
COc1cccc([S+](=O)([O-])N2CC(N(C)c3ccccc3C)C2)c1 | -5.8%[115 µM]
CCCC(=O)N1Cc2ccccc2CC2(CCN(Cc3cccnc3)C2)C1 (stereo not given) | -0.8%[115 µM]
Nc1nc(C2CC(O)C2)cc(N2CCC(Cc3ccc(F)cc3)CC2)n1 (stereo not given) | -3.0%
CCCN1CCc2nc(N)c(C#N)c(-c3cc(OC)c(OC)c(OC)c3)c2C1 | ?
COc1ccc(C(=O)Nc2ccc3c(c2)CN(Cc2cccc(OC)c2OC)C(=O)CO3)cc1 | 43.5%[activator]
CN(C)C[C@@H]1CN(Cc2ccncc2)C[C@H]1NC(=O)c1ccc(F)cc1 | ?
Cc1ccc(F)c(C(=O)N[C@H]2CCOC[C@H]2C2CCOCC2)c1Cl | 51.9%[activator]
Cc1ccc(NC(=O)c2c(NC(=O)Cc3ccccc3)sc3c2CCC3)cc1 | -31.0%
CC(C)CC(NC(N)=O)C(=O)Nc1ccc2c(c1)CCC2 (stereo not given) | 13.3%
O=C(c1cc2n(n1)CC(c1ccc3c(c1)OCO3)OC2)N1CCCCC1 (stereo not given) | ?
COc1ccc(S(=O)(=O)[C@H]2CS(=O)(=O)C[C@@H]2NCc2cccnc2)cc1 | 4.7%
Cc1ccccc1CC(=O)N[C@@H]1CN(S(C)(=O)=O)C[C@H]1CN(C)C | -13.7%
O=c1[nH]c(=O)n(C2CCCCC2)c(O)c1C1=Nc2ccccc2SC(c2ccccc2)C1 (stereo not given) | ?
CCC(=O)N1CCc2[nH]nc(C(=O)NCCCc3ccccc3)c2C1 | -12.8%
CCC(=O)Nc1ccc(NC(=O)c2cn(C)c3ccccc23)cc1 | 4.0%
COc1ccc(C(=O)Oc2ccc(/C=C(/C#N)C(=O)Nc3ccccc3C(F)(F)F)cc2)cc1 | ?
S=c1nc(C23CC4CC(CC(C4)C2)C3)[nH][nH]1 | 24.2%
COc1ccc(-c2ccnc(-c3nnc(C)n3C(C)C)c2)cc1OC | 35.5µM*
CC(C)C(=O)N1N=C(c2ccco2)CC1c1ccc2nccnc2c1 (stereo not given) | 5.4%
CC(O)CNc1nc2c(c(=O)n(C)c(=O)n2C)n1Cc1ccccc1 (stereo not given) | -7.4%
Cc1ccc(N2CCN(C(=O)C3CCCN(c4cnc5nccnc5c4)C3)CC2)cc1 (stereo not given) | -38.7%

# The final 2 entries of the part before are carried over, then new ones follow:
SMILES | KDM5B inhibitor
CC(O)CNc1nc2c(c(=O)n(C)c(=O)n2C)n1Cc1ccccc1 (stereo not given) | -7.4%
Cc1ccc(N2CCN(C(=O)C3CCCN(c4cnc5nccnc5c4)C3)CC2)cc1 (stereo not given) | -38.7%
O=C(CSc1ccc(Br)cc1)Nc1ccccc1N1CCOCC1 | -5.0%
O=C(c1ccccc1F)N1CCN(C(=O)N2CC3CC(C2)[C@H]2CCCC(=O)N2C3)CC1 (stereo not given in full) | 12.4%
COc1cc2c(cc1OC)C(COc1ccc(C(C)C)cc1)N(C(=O)COc1ccccc1)CC2 (stereo not given) | -15.5%
CC(=O)N1Cc2ccccc2CC2(CCN(Cc3ccncc3)C2)C1 (stereo not given) | ?
CN(c1cccnc1)c1ncnc2[nH]ncc12 | 23.5%
NC(=O)NC(=O)CCN1CCOC(c2cccc(Br)c2)C1 (stereo not given) | 17.9%
CCC(C(=O)Nc1cc(C(F)(F)F)ccc1Cl)n1nc(C)c2sc3ccccc3c2c1=O (stereo not given) | -11.4%
COc1ccccc1-c1cn[nH]c1-c1ccc(OCc2ccc([N+](=O)[O-])cc2)cc1O | 8.8%
COc1cccc([S+](=O)([O-])N2CCn3c(nnc3C3CCCNC3)C2)c1 (stereo not given) | -28.0%
CNC(=O)N1CCC(OC2CCN(S(C)(=O)=O)CC2)CC1 | 2.5%
CCn1nc(C(=O)Nc2c(F)c(F)c(F)c(F)c2F)c2ccccc2c1=O | 0.2%
Cc1cc(N(C)C)nc(N2CCN(C(=O)Nc3ccccc3)CC2)n1 | 4.4%
COc1ccc(S(=O)(=O)N2CCOC2CNC(=O)C(=O)NCc2ccco2)cc1 (stereo not given) | -2.0%
COc1ccc(NC(=O)CSc2oc(-c3ccc(F)cc3)nc2S(=O)(=O)c2ccc(C)cc2)c(OC)c1 | ?
CCOc1ccc(CCNC(=O)C2CCCN(c3nnc(-n4cccc4)s3)C2)cc1OCC (stereo not given) | 1.1%
CCCCc1cc(=O)oc2cc(OCC(=O)O)ccc12 | ?
N#C/C(=C/c1cccnc1)C(=O)NCCc1ccccc1 | 6.1%
CCN1CCN(c2nc(-c3cccnc3)nc3ccccc23)CC1 | -16.6%
CCCc1cc(=O)[nH]c(SCc2nnc(-c3cc(OC)c(OC)c(OC)c3)o2)n1 | 10.6%
O=C(c1cc(C2CC2)nn1-c1ccccc1)N1CCN(S(=O)(=O)c2cccc(F)c2)CC1 | -4.2%
CCOc1ccc(NC(=O)C(C)n2c(=O)cc(C)c3c(C)nn(-c4ccccc4)c32)cc1 (stereo not given) | -12.4%
CCc1ccc(CCC(=O)NCC2CCCO2)cc1 (stereo not given) | 23.3%
COc1ccc(-c2c(C)c3cc(OS(=O)(=O)c4ccccc4)ccc3oc2=O)cc1 | -16.5%
CC1CCN(S(=O)(=O)c2cccc(C(=O)NC3CCS(=O)(=O)C3)c2)CC1 (stereo not given) | -20.5%
CCC(=O)c1ccc(OC)c(Cl)c1 | 15.3%
O=S(=O)(O)c1cnccc1Nc1cccc(C(F)(F)F)c1 | ?
CCOCC(=O)N1CC(F)(F)C[C@H]1c1nc(C(=O)NC)no1 | 23.0%
O=C(N/N=C/c1c[nH]c2ccccc12)c1cccs1 | 12.2%
Cc1cccc(S(=O)(=O)N2CCCC(Cn3cc(CO)nn3)C2)c1 (stereo not given) | -19.8%
Brc1ccc(Oc2ccc3nnnn3n2)cc1 | 13.2%
CCNC(=O)NC(=O)C(C)OC(=O)c1ccc2ccccc2n1 (stereo not given) | -2.8%
CCOc1ccccc1N1CCN(C(=O)CCn2ccn3nc4c(c3c2=O)CCCC4)CC1 | -12.0%

# A draw from above in order of count of non-hydrogen atoms, ascending:
SMILES | KDM5B inhibitor
CCC(=O)c1ccc(OC)c(Cl)c1 | 15.3%
O=C(N/N=C/c1c[nH]c2ccccc12)c1cccs1 | 12.2%
CCOc1ccccc1N1CCN(C(=O)CCn2ccn3nc4c(c3c2=O)CCCC4)CC1 | -12.0%

# New compounds follow.
SMILES | KDM5B inhibitor
Cc1ccc(C(=O)N2CCC(c3n[nH]c(=O)n3-c3ccc(C)cc3)CC2)cc1 | -4.8%
O=C(CCC(=O)c1cccs1)Nc1ccc(N2CCOCC2)cc1 | -7.5%
Cc1cnc(CC2CCCNC2)n1Cc1ccc(F)cc1 (stereo not given) | 1.3%
COCCn1c(=O)c2c(nc(-n3nc(C)cc3C)n2CC(C)C)n(C)c1=O | 15.5%
COc1ccc(-c2cc(C(=O)OCC3CCCO3)c3ccccc3n2)cc1OC (stereo not given) | ?
Cc1ccccc1N=C1Nc2cccc3cccc1c23 | -19.0%
Cc1ccc(C)c(NC(=O)Cn2cc(S(=O)(=O)Cc3cccc(Cl)c3)c3ccccc32)c1 | -8.0%
COc1cccc(NC(=O)CCC2CCN(C(=O)CN3C(=O)CNC3=O)CC2)c1 | 38.1%[activator]
COc1ccc(S(=O)(=O)Oc2ccc3c(c2)O/C(=C\c2ccc(C(C)(C)C)cc2)C3=O)cc1 | -10.3%
CC1CCN(Cc2ccc(CNc3ncccc3C#N)cc2)CC1 | 13.6%
CC(C)CNC(=O)C1CCN(C(=O)N2CC3CC(C2)[C@H]2CCCC(=O)N2C3)CC1 (stereo not given in full) | 8.8%
CCSc1nc(-c2ccccc2)nc2c1Cc1c(CO)cnc(C)c1O2 | -13.6%
COCCNC(=O)C1(C)CN(Cc2ccccc2)Cc2ccc(Nc3ccccc3)nc21 (stereo not given) | 31.6µM*
CN(CC(=O)N1CCCC(Cc2nncn2-c2ccccc2)C1)S(=O)(=O)c1cccs1 (stereo not given) | 20.3%
O=C1CN(C(=O)c2cc(-c3cccnc3)nc3ccccc23)CCN1 | 4.4%
Cc1ccc(-c2cc(C(=O)NC3CCC(C)CC3)c3ccccc3n2)cc1C (stereo not given) | 23.0%
COCCCNC(=O)N1CCCC(c2[nH]ccc2C(N)=O)C1 (stereo not given) | -11.3%
Cc1nc(Oc2ccc(F)cc2)c2c(C)c(C)sc2n1 | ?
Cc1cc(C)c(C(=O)N[C@H](C2CCNCC2)C2CC(O)C2)c(C)c1 (stereo not given in full) | 17.9%
Cc1ccc(CN2C(=O)[C@@H]3C[C@@H](O)CN3C3(CN(Cc4ccccc4F)C3)C2=O)o1 | ?
CCc1ccccc1NCC(=O)Nc1sc2c(c1C#N)CCCCC2 | -18.9%
COc1ccccc1NC(=O)c1cc(S(=O)(=O)NCCC2=CCCCC2)ccc1F | -24.5%
COc1cccc(-n2c(=O)c3c(C)c(C)sc3n(CC(=O)NCc3ccc(C)cc3)c2=O)c1 | -3.0%
O=C(CCCc1ccccc1)N1CCCC(Cc2nc(C3CCOCC3)no2)C1 (stereo not given) | ?
Cc1oc2cc(OC(=O)c3ccco3)ccc2c(=O)c1-c1ccc(Br)cc1 | 3.2%
COc1ccc(N2CCN(CCCNC(=O)C3COc4ccc(OC)cc4C3)CC2)cc1 (stereo not given) | -19.8%
CC(C)Cn1cc(NC(=O)Nc2ccccc2)c2ccccc2c1=O | ?
N#CC(Cc1ccccc1F)(c1ccccc1)c1ccccc1 | -9.0%
COc1ccc(NC(=O)CCS(=O)(=O)c2ccccc2Cl)cc1S(=O)(=O)Nc1ccc(Cl)cc1 | -20.8%
CCN(C(=O)c1noc2c1COc1ccc(C)cc1-2)c1cccc(C)c1 | ?
O=C(NC1(C(F)(F)F)N=C(c2ccccc2)N(Cc2ccco2)C1=O)c1ccccc1Cl (stereo not given) | ?
Nc1nccnc1C(=O)NCc1ccc(OC(F)F)cc1 | i

# An excerpt from above in order of their number in KDM5B inhibitor, highest first.
SMILES | KDM5B inhibitor
Cc1oc2cc(OC(=O)c3ccco3)ccc2c(=O)c1-c1ccc(Br)cc1 | 3.2%
CCNC(=O)NC(=O)C(C)OC(=O)c1ccc2ccccc2n1 (stereo not given) | -2.8%
O=C(c1cc(C2CC2)nn1-c1ccccc1)N1CCN(S(=O)(=O)c2cccc(F)c2)CC1 | -4.2%

# Additional results.
SMILES | KDM5B inhibitor
COc1ccc(CNCC(O)(c2ccccc2)c2ccc(F)cc2)cc1 (stereo not given) | 23.8%
CCCCCC(=O)N[C@@H](Cn1ccc(=O)[nH]c1=O)C(=O)O | -16.4%[86.2 µM]
COc1ccccc1-c1cc(C(=O)NC(C)C)nn2cccc12 | 13.2%[149 µM]
COc1ccc(-c2noc(CSc3nnc(C)n3-c3ccc(C)cc3)n2)cc1 | 15.9%
O=C(Nc1nc2ccc(F)cc2s1)c1ccc(CN2CCCCC2)cc1 | -18.5%
O=C(NCCCN1CCOCC1)c1ccc(Cl)c([N+](=O)[O-])c1 | 40.2%
CCCCNS(=O)(=O)c1cc(-c2n[nH]c(=O)c3ccccc23)ccc1C | -3.6%
CCc1nnc(CSc2nnc(Nc3ccc(C(C)C)cc3)s2)o1 | 2.3%
O=C(Cc1cccs1)N1CCC(n2cc(-c3nc(C4CC4)no3)nn2)C1 (stereo not given) | -21.8%
COC(=O)c1ccc(COC(=O)c2oc3ccccc3c2C)o1 | 3.1%
Cc1ccc(NC(=O)N2CCC(Oc3ncccc3C(=O)N3CCCCC3)C2)c(C)c1 (stereo not given) | 23.0%
CCOC(=O)Cc1csc(NC(=O)/C=C/c2ccco2)n1 | ?
CCOC(=O)c1c(C)[nH]c(C(=O)NCCc2ccc(Cl)cc2)c1C | 15.6%
Cc1ccccc1C(=O)NC1(C(F)(F)F)N=C(c2ccccc2)N(Cc2ccccc2)C1=O (stereo not given) | ?
Cc1nc(CC(=O)NCc2ccccn2)cs1 | -25.6%
COC(=O)c1cc2sc(C)cc2n1Cc1ccc(Br)cc1F | ?
Cc1ccc(/C=N/Nc2ccnc3cc(Cl)ccc23)s1 | -13.3%
Oc1ccc(-c2ccc(O)cc2)cc1 | ?
CN(C)c1ccc(CN2CCCC3(C2)C(=NC2CCCCC2)NC(=O)N3c2cc(F)cc(F)c2)cc1 (stereo not given) | -16.5%[115 µM]
CC(c1nc(N)nc(N(C)C)n1)N(C)CCOc1ccc(Cl)cc1 (stereo not given) | 21.0%
COCCCNC(=O)C1CCN(Cc2cc3ccccc3n2Cc2ccccc2C)CC1 | -29.2%
O=[N+]([O-])c1ccc(N2CCN(S(=O)(=O)c3ccccc3)CC2)c2ncccc12 | -28.8%
COc1ccc(C(=O)NCC2c3cc(OC)c(OC)cc3CCN2C(=O)Nc2cccc(C)c2)cc1 (stereo not given) | 1.6%
CN(c1ccccc1)c1cc(=O)c2ccnc(-c3ccnn3C)c2o1 | ?
O=C(N[C@H]1CCN2C(=O)c3cc(Br)ccc3NC(=O)[C@@H]2C1)c1ccco1 | -24.4%[86.2 µM]
CCN(CC)c1ccc(/C=N/N2CCN(c3ccccn3)CC2)cc1 | 25.2%
COc1ccc(-c2nnn3c2nc(NCc2ccc(C)cc2)c2ccccc23)cc1 | -1.8%
COCCNc1nc2c(c(=O)n(C)c(=O)n2C)n1Cc1ccc(Cl)cc1Cl | -10.1%
Cc1nccc(N2CCC(COc3cnc4c(ccn4CC(N)=O)c3)CC2)n1 | ?
Cc1ccccc1NC(=O)c1sc2nc(-c3ccncc3)ccc2c1N | -1.8%

# Source: PubChem
